# USP1-UAF1 inh: inhibitors of human USP1/UAF1 deubiquitinase; recombinant USP1/UAF1, Ub-Rhodamine cleavage fluorescence; Potency, µM (series often up to 57.1 µM), for the others: top-dose activity change, negative = inhibition, hits mostly inhibitors; 0.23% of 390,000 active; note: potency is the fitted concentration of half-maximal effect; % is set by controls: 0 for no effect and ±100 for the full control effect; nearly all actives have a fitted effect of over 60% in size; inactives centre near -12
#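 Step one: compound is pinned into 1nM USP1/UAF1 in HEPES pH 7.8 buffer with TCEP. Step two: 15 min room-temperature incubation. Step three: Ub-Rho (150nM final) starts cleavage, tracked by fluorescence over six one-minute reads.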
# TrxR1 substrate: rat thioredoxin reductase 1 substrate activity. O89049. purified TrxR1 substrate turnover, NADPH consumption readout. Potency, µM (top dose mostly 114 µM), for inactives: top-dose activity change, negative = substrate turnover. 0.01% of 390,000 active; note: potency is the fitted concentration of half-maximal effect; % is set by controls: 0 for no effect and ±100 for the full control effect; nearly all actives have a fitted effect of over 50% in size
#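 Rat TrxR1, dispensed at 90 nM, was prereduced with 400 uM NADPH (final) for 5 min at ~22 deg C, then incubated with compound 15 min before 400 uM selenite. A first-read NADPH fluorescence drop versus no-compound background flagged substrates.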
# mIDH1 inhibitor: human IDH1 R132H inhibition; IDH1-R132H enzyme, NADPH consumption, diaphorase/resazurin fluorescence; Potency, µM (titrated, usually from 76.6 µM), for inactives: at the highest dose activity change, negative = inhibition, hits mostly inhibitors; 0.093% of 390,000 active; AID 602179; note: potency is the fitted concentration of half-maximal effect; % is set by controls: 0 for no effect and ±100 for the full control effect; nearly all actives have a fitted effect of over 65% in size
# Target sequence (O75874 whole entry R132H, stated change not applied): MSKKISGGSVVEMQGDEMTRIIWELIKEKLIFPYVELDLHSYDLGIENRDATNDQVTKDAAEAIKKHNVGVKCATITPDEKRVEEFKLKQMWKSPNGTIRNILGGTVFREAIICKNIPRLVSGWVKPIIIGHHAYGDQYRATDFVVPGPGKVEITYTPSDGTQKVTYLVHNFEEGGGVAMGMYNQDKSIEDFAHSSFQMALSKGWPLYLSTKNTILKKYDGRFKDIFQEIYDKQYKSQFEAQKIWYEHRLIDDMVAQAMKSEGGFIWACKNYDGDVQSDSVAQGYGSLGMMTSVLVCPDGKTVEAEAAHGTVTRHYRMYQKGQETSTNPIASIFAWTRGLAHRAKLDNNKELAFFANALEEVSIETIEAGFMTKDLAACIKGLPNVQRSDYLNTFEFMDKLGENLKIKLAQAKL
#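 IDH1-R132H (0.5 ug/mL dispensed) in pH 7.5 Tris buffer was preincubated 30 min with compound, then given a substrate mix of 0.016 mM NADPH and 2 mM alpha-KG for 80 min at room temperature; remaining NADPH was read by diaphorase/resazurin fluorescence.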
# Pin1 inhibitor: blocks the human prolyl isomerase Pin1; Q13526; Pin1 FP peptide displacement, HiFluor488, 10 min; Potency, µM (top dose mostly 115 µM), for inactives: at the highest dose activity, negative = inhibition, usual class: inhibitors; 0.009% of 390,000 active; active = well fitted inhibition curve with a large enough effect in the polarisation, with a control signal flat, not every such curve was filed as active; inconclusive = small, poorly fitted or top-dose-only effect, or effect the other way, or a change in a side signal; inactive = no such curve, though single readings can be large or run the other way; the % refers to the polarisation; note: potency is the fitted concentration of half-maximal effect; % is set by controls: 0 for no effect and ±100 for the full control effect
# Target sequence (Q13526 whole entry, looked up): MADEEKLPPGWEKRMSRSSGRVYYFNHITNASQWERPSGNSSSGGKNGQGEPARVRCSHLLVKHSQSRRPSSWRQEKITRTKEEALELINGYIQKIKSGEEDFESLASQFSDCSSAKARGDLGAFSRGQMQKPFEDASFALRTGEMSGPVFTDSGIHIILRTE
# PI4K2A inh: blocks human PI4K2A kinase activity | Q9BTU6 | purified PI4K2A, ADP-Glo luminescence, 1 h; stronger effect = lower value | activity change, negative = inhibition, % at 76.9 µM | 0.13% of 420,000 active; in the data active = activity change below about -50%; inconclusive = mostly about -30% to -49%;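 note: -100% = wells without enzyme as full effect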
# Target sequence (Q9BTU6 whole entry, looked up): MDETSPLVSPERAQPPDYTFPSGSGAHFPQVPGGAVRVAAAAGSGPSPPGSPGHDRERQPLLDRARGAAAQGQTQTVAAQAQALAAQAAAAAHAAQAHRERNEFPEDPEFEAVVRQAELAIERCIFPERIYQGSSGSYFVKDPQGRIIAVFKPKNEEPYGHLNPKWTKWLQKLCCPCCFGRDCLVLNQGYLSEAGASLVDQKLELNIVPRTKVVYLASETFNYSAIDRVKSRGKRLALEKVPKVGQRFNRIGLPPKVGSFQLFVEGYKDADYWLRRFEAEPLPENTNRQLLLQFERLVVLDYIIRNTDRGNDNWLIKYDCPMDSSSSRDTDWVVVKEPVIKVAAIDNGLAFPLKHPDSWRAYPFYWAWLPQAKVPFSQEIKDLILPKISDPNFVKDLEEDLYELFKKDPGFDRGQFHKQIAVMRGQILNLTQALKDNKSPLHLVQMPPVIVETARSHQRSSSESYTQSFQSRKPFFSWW
#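 ADP-Glo luminescence measured ADP generated by PI4K2A enzyme (4 ug/mL before mixing) with 1.2 mM PI substrate (pre-mix) and 300 microM ATP (pre-mix). Tris pH7.5 buffer with MgCl2, Triton X-100; 1 h reaction at ambient temperature.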
# GLS inhibitor: blocks human kidney-isoform glutaminase activity; GLS enzymatic activity, qHTS titration; AID 624170; O94925; 0.21% of 410,000 active; Potency, µM (series often up to 45.5 µM), for the others: top-dose activity change, negative = inhibition, most hits filed as inhibitors; note: potency is the fitted concentration of half-maximal effect; % is set by controls: 0 for no effect and ±100 for the full control effect
#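 Coupled fluorescence readout: glutamate oxidase/HRP/Amplex Red detect glutamate formed by hKGA from L-glutamine (1 mM solution added). Buffer 45 mM KH2PO4 pH 8.2, 0.02% Tween-20; reads at t0 and 30 min RT.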
# HP1b binding inh: HP1-beta chromodomain-methylated histone interaction inhibition; AlphaScreen HP1-beta / biotin-H3K9me3 peptide binding; AID 540317; Potency, µM (doses to about 114 µM), without a hit: at the highest dose activity change, negative = inhibition, hits mostly inhibitors; 0.56% of 390,000 active; note: potency is the fitted concentration of half-maximal effect; nearly all actives have a fitted effect of over 70% in size; inactives centre near 23
#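 AlphaScreen: HP1-beta (50 nM) preformed 30 min with biotin-H3(1-18)K9me3 peptide (50 nM) in PBS pH 7.4, 0.01% Tween-20. Compound added for 30 min at RT, then streptavidin donor/nickel chelate acceptor beads (10 ug/mL) for 30 min.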
# TrxR1 inh: rat TrxR1 inhibition | O89049 | 1% of 390,000 active | recombinant rTrxR1, NADPH fluorescence consumption, selenite substrate | Potency, µM (top dose mostly 114 µM), for the others: at the top dose activity change, negative = inhibition, hits mostly inhibitors; note: potency is the fitted concentration of half-maximal effect; % is set by controls: 0 for no effect and ±100 for the full control effect; nearly all actives have a fitted effect of over 65% in size
#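 Rat TrxR1 (90 nM in the dispensed reagent) was pre-reduced with 400 uM NADPH for 5 min at room temperature, then incubated with compound for 15 min. After 400 uM selenite was added, NADPH fluorescence (Ex 340/Em 450 nm) was followed for 8 min.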
# PGK inhibitor: inhibitors of T. brucei phosphoglycerate kinase; PGK/GAPDH coupled, Kinase-Glo luminescence, 60 min; P07378; Potency, µM (titrated, usually from 57.5 µM), for inactives: top-dose activity change, negative = inhibition, most hits filed as inhibitors; 0.043% of 380,000 active; AID 602233; note: potency is the fitted concentration of half-maximal effect; % is set by controls: 0 for no effect and ±100 for the full control effect; nearly all actives have a fitted effect of over 60% in size
#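 Luminescent ATP detection (Kinase-Glo Plus) follows a 60-minute room-temperature incubation, with wells lacking PGK as controls. Buffer: 100 mM TEA (pH 7.6), 5 mM MgCl2, 0.01% Tween-20. Coupling enzyme GAPDH (100 nM final) supplies unstable 1,3-BPG in-well.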
# Active calls of the source: *; i = inactive; ? = inconclusive; · = not tested or not shown; & = joins results of further samples; [ ] = another dose, or the depositor's remark. Unless noted, calls come from the whole dose curve; as a rule, active = well fitted curve in the direction sought with a large enough effect; inconclusive = small, poorly fitted or top-dose-only effect, or another doubt; inactive = no such curve, though single readings can be large; an effect the other way counts as inactive or inconclusive.
# Values run as follows: USP1-UAF1 inh	TrxR1 inh	GLS inhibitor	HP1b binding inh	PI4K2A inh	mIDH1 inhibitor	Pin1 inhibitor	TrxR1 substrate	PGK inhibitor
- Cc1ccccc1CNC(=O)c1c(C)oc2c1C1=NCCN1C=N2
    -4.8%	4.3%[57.1 µM]	3.98µM*	33.7%	-0.3	12.6%	6.9%	4.0%[57.1 µM]	-2.1%
- COc1ccc(C2C(C(=O)OC3CCCCC3)=C(C)Nc3nnnn32)c(OC)c1OC (stereo unspecified)
    -14.6%	11.9%	6.9%	1.4%	1.1	-10.4%	5.2%	0.1%	2.3%
- CS(=O)(=O)N(CC(=O)N1CCN(c2cccc(Cl)c2)CC1)C1CCCCC1
    -21.9%	4.9%	-6.8%	37.7%	-6.0	-3.8%	2.0%	3.0%	8.2%
- O=S(=O)(c1ccccc1)n1c(C(O)c2ccccn2)cc2ccccc21 (stereo unspecified)
    -16.4%	9.7%	-3.6%	16.5%	-2.1	6.0%	?	-2.9%	-4.3%
- CC(C)CNS(=O)(=O)c1ccc(OCC(=O)NCC2CCCO2)c(Cl)c1 (stereo unspecified)
    0.0%	1.4%[57.1 µM]	5.2%	24.1%	-1.4	0.4%	-4.1%	7.9%[57.1 µM]	2.1%
- O=C(CSc1nnc(NC2CCCCC2)s1)N1CCOCC1
    -13.7%	17.2%	0.3%	44.4%[activator]	-4.6	2.5%	-7.2%	10.9%	-9.1%
- COc1cccc(NC(=O)Cn2c(=O)oc3cc(S(=O)(=O)N4CCCC4)ccc32)c1
    -15.6%	30.9%	0.9%	30.6%	-11.9	0.5%	-1.1%	13.3%[0.0914 µM]	-9.8%
- CCCc1cc(N2CCC(C(N)=O)CC2)nc(-c2ccccc2)n1
    -15.6%	2.0%	0.1%	27.6%[57 µM]	-0.2	4.4%	-3.8%	-8.0%	-4.7%
- COc1ccc(NC(=O)CSc2nc(C)cc(C)c2C(=O)Nc2ccccc2OC)cc1
    -20.2%	-9.0%	8.0%	32.1%	-3.0	0.7%	8.4%	-6.9%	3.7%
- Cc1ccc(C2(c3ccc(C)cc3)NC(=O)N(Cc3c(C)noc3C)C2=O)cc1
    -18.4%	21.9%[57.1 µM]	1.7%	7.4%	-1.0	-5.4%	-4.5%	-15.0%	i
- CCOC(=O)C1CCCN(S(=O)(=O)c2ccc(F)c(C(=O)Nc3ccc(F)c(F)c3)c2)C1 (stereo unspecified)
    ?	16.4%[57.1 µM]	-3.2%&5.9%	12.5%&21.0%	-10.6&-3.0	5.1%&3.4%	-8.8%&0.0%	0.9%[57.1 µM]	-2.5%
- CCNS(=O)(=O)c1ccc(NC(=O)Cn2cc([N+](=O)[O-])cn2)cc1
    -3.2%	11.8%[57.1 µM]	0.3%	-5.4%	-0.2	0.3%	1.2%	2.3%	3.6%
- CCOC(=O)N1CCN(CC(O)COc2cc(C)ccc2C(C)C)CC1 (stereo unspecified)
    -9.1%	-3.1%	0.0%	10.7%	0.9	12.3%	8.5%	-10.4%	-6.3%
- CNC(=S)N(CCc1c(C)[nH]c2ccc(OC)cc12)Cc1ccco1
    -21.2%	16.1%	1.4%	-5.6%	0.0	5.4%	1.5%	7.7%	·
- Nc1nc(-c2ccc(Oc3ccccc3)cc2)c(CC(=O)O)s1
    ?	-11.4%	7.1%	14.8%	-0.5	8.6%	?	5.4%	-5.9%
- Cc1cc(C)cc(-n2ncc3c2CCCC3NC(=O)C2CCC2)c1 (stereo unspecified)
    -25.2%	14.6%[57.1 µM]	-9.2%	58.0%[activator]	-0.9	0.0%	-5.4%	3.6%[57.1 µM]	3.2%
- Cc1cc(C)n(-c2nc3ccccc3nc2Nc2cc(Cl)ccc2C)n1
    -13.6%	-1.2%	-3.6%	78.0%[activator]	1.3	15.8%	?	-1.5%	-5.9%
- CCCN(CC(=O)Nc1ccccc1OC)C(=O)Cn1[nH]c(=O)c2ccccc2c1=O
    -20.1%	-13.3%	-8.6%	31.6%	-3.9	14.0%	13.7%	-3.9%	i
- COc1cccc(CNC(=O)CSc2ccc(-c3cccs3)nn2)c1
    -15.5%	16.8%[57.1 µM]	-24.3%	21.8%	-1.9	4.3%	?	-13.9%[57.1 µM]	-0.4%
- CCOc1ccc(C(=O)COC(=O)c2cccc(-n3cnnn3)c2)cc1
    3.4%	17.1%[57.1 µM]	1.8%	26.3%	-2.3	3.2%	5.4%	6.4%[57.1 µM]	-5.9%
- O=C(O)C(c1ccccc1)C1(O)CC2CCC1C2 (stereo unspecified)
    -13.6%	-18.7%	-2.9%	25.2%	-2.3	1.8%	?	-5.2%	-3.8%
- CN(Cc1ccccc1)C(=O)c1cccc(NC(=O)Cc2ccc(NC(=O)C3CCCN(C(=O)C4CCC4)C3)cc2)c1 (stereo unspecified)
    -31.3%	13.7%	-3.1%	49.8%[activator]	2.1	2.7%[38.3 µM]	11.4%	2.1%	-5.4%
- CCN(CC(=O)NC(C)C)C(=O)Cc1ccc(C)c(C)c1
    -11.7%	17.2%[57.1 µM]	-14.3%	44.1%[activator]	5.4	5.7%	1.0%	8.7%	-2.0%
- CCOC(=O)CNC(=O)c1c2c(nc3ccccc13)CCCC2
    -15.0%	-11.9%	15.5%	21.5%	-0.4	5.5%	3.3%	-0.2%	1.2%
- COc1ccc(CCn2c(=O)c3cccnc3n(Cc3ccc([N+](=O)[O-])cc3)c2=O)cc1OC
    -6.1%	9.7%	3.2%	32.7%	-4.6	7.0%	-2.3%	5.9%	-5.4%
- COC(=O)c1ccccc1NC(=O)Cn1nnc(-c2ccc(OC)cc2)n1
    ?	12.9%[57.1 µM]	-14.9%&0.6%	9.9%&12.4%	1.0&7.4	-14.1%&-1.8%	-7.5%&12.4%	-1.8%[57.1 µM]	i
- O=C(COc1ccccc1)N/N=C/c1ccc([N+](=O)[O-])o1
    -26.2%	50.1µM*	0.1%	39.0%	-9.5	16.1%	-15.2%	-3.9%	-13.0%
- COc1ccc(CC(=O)Nc2nc3n(n2)C(c2ccccc2)CC(=O)N3)cc1OC (stereo unspecified)
    -9.7%	0.6%	-1.6%	29.5%	8.0	0.3%	-7.5%	-6.7%	-7.7%
- Cc1ccc(NC2=Nc3ccccc3N3C2=Nc2c(c(C)nn2-c2ccccc2)C3c2ccc(O)c(O)c2)cc1 (stereo unspecified)
    -16.4%	8.3%	-4.0%	44.3%[activator]	-12.0	?	?	2.4%[2.29 µM]	-9.0%
- COc1ccc(S(=O)(=O)NCC2CCCN(Cc3ccccc3C)C2)cc1 (stereo unspecified)
    -8.9%	6.2%	-4.9%	32.3%[activator]	5.3	-8.1%	5.0%	2.5%	-4.4%

# More structures:
# Values run as follows: USP1-UAF1 inh	TrxR1 inh	GLS inhibitor	HP1b binding inh	PI4K2A inh	mIDH1 inhibitor	Pin1 inhibitor	TrxR1 substrate	PGK inhibitor
- COc1ccc2ccccc2c1/C=N/NC(=O)c1cc(C)[nH]n1
    -13.1%	3.4%	-0.6%	33.2%	-2.9	14.5%	1.9%	7.4%	-4.8%
- C=CCC1CCCC(=O)N2CCCC12 (stereo unspecified)
    ?	10.7%	-2.2%	29.9%	-0.7	-9.3%	1.9%	6.6%	-0.3%
- CCN1C(=NCCOC)N[C@@H](c2cccs2)C(C(=O)OC)=C1C
    -20.6%	-9.9%	3.4%	24.5%	-3.6	3.4%	-0.3%	5.5%[57.1 µM]	-1.8%
- O=C(c1ccccc1)N1CCN(Cc2ccccc2Br)CC1
    -10.2%	-5.1%	-6.2%	?	0.9	6.8%	-12.1%	0.7%	-4.1%
- Cc1cccc(NC(=O)c2cc(N3C(=O)CCC3=O)ccc2Cl)n1
    -13.5%	11.4%	3.9%	22.0%	10.3	-5.9%	3.5%	4.3%	-7.3%
- CC(C(=O)NC1CCCC1)N(C(=O)c1ccc(-c2ccccc2)[nH]1)c1ccccc1F (stereo unspecified)
    -7.4%	41.7%[activator]	-9.2%	-33.0%	-2.6	-1.1%	12.2%	19.0%	-0.7%
- CCOC(=O)c1cccc(NC(=O)CSc2ncc3c(n2)-c2ccccc2N(C)S3(=O)=O)c1
    -32.3%	18.5%[57.1 µM]	-4.8%	27.9%	3.4	-11.8%	12.2%	7.2%[57.1 µM]	-4.9%
- O=C(NCC1CC1)c1onc(CSc2ccccc2)c1C(=O)NCC1CC1
    -21.5%	5.1%[57.1 µM]	-0.2%	83.8%[activator]	0.7	18.7%	-8.2%	-9.0%[57.1 µM]	-4.4%
- COC(=O)[C@H](Cc1ccccc1)NC(=O)N1CCN(c2ccccc2)CC1
    -10.6%	15.3%[57.1 µM]	-6.4%	47.6%[activator]	4.2	3.3%	-0.4%	-2.0%[57.1 µM]	-0.8%
- COc1ccc(NC(=O)C(NS(=O)(=O)c2ccc3c(c2)CCCN3C(C)=O)C(C)C)c(OC)c1 (stereo unspecified)
    -11.0%	22.5%	-1.7%	6.6%	-3.0	0.6%	1.7%	-0.4%	-1.7%
- Cn1/c(=N/NC(=O)c2ccccc2F)sc2ccccc21
    -13.7%	5.5%[57.1 µM]	24.2%	-2.9%	2.1	-9.8%	-1.3%	0.8%[57.1 µM]	4.8%

# Screening results from PubChem BioAssay.

# The list is partial; the hit share may differ from the screen's.
